# Screening results: PubChem BioAssay, several laboratories
# Salmonella PhoP GFP: inhibitors of PhoP regulon expression, primary screen, Salmonella Typhimurium, GFP reporter (AID 1863) | S. Typhimurium PhoP-regulated promoter GFP reporter, 4 h; higher % means a stronger effect | inhibition, % at 50 µM; hits with a dose series show IC50 in µM | 300,000 compounds, 0.16% hits;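 active means inhibition over 29.93%, a cutoff 3 SD above the screen mean, later confirmed by dose response; inconclusive means inhibition over 29.93% but no dose response follow-up; inactive means inhibition at most 29.93% or unconfirmed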;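 further: 0% = low Mg2+ inducing control and 100% = high Mg2+ repressing control; strong numbers were not always called active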
# West Nile antiviral: inhibition of WNV-induced cytopathic effect – cell-based, CPE readout (AID 1621) | West Nile virus-infected cells, CPE inhibition; higher % means a stronger effect | CPE inhibition, % at 10 µM; hits with a dose series show IC50 in µM | 290,000 compounds, 0.02% hits; in the data active means a potency from the dose series; inconclusive means CPE inhibition mostly from about 3.7% at the one dose, without a potency; inactive means the rest, 99 in 100 with CPE inhibition below about 2.2%; further: strong numbers were not always called active
# ER stress rescue: rescue of cells from ER stress-induced death, primary screen, 384-well, CSM14.1, thapsigargin, ATP luminescence (AID 1222); cellular ATP content (survival), % at 20 µM; hits with a dose series show EC50 in µM; 190,000 tested, under 10 active; CSM14.1 thapsigargin-induced death rescue, ATP luminescence; higher % means a stronger effect;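 active means EC50 below 50 µM in the dose-response confirmation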;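 further: death triggered by thapsigargin at about 15 µM added after 2 h compound pretreatment; cell ATP read after overnight thapsigargin exposure of roughly 18 to 22 hours; normalized against plate controls of thapsigargin alone and 5% DMSO vehicle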
# LYP phosphatase: inhibitors of LYP phosphatase, biochemical, fluorescence intensity, uHTS (AID 1779) | recombinant LYP phosphatase, fluorescence intensity; higher % means a stronger effect | 290,000 compounds, 0.054% hits | one-dose inhibition, % at 11.5 µM; IC50 in µM for titrated hits; in the data active means inhibition above about 50%;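 further: plate controls were vehicle with enzyme for no effect and no enzyme for full effect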
# RSV CPE inhibition: inhibition of RSV-induced cytopathic effect – HEp-2 cells, primary 10 µM value included (AID 2391) | HEp-2 cells, RSV-induced CPE inhibition; higher % means a stronger effect | one-dose CPE inhibition, % at 10 µM; IC50 in µM for titrated hits | 310,000 compounds, 0.13% hits; in the data active means a potency from the dose series; inconclusive means CPE inhibition mostly from about 23% at the one dose, without a potency; inactive means the rest, 99 in 100 with CPE inhibition below about 21%; further: strong numbers were not always called active
# SV40 large T antigen: TAg ATPase/helicase activity blockers – biochemical (AID 1903) | SV40 large T antigen ATPase/helicase inhibition assay; higher % means a stronger effect | 310,000 compounds, 0.39% hits | one-dose inhibition, % at 20 µM; IC50 in µM for titrated hits; in the data active means a potency from the dose series; inconclusive means inhibition mostly from about 32% at the one dose, without a potency; inactive means the rest, 99 in 100 with inhibition below about 32%; further: strong numbers were not always called active
# GPR35 arrestin U2OS: inhibition of zaprinast-stimulated GPR35 beta-arrestin translocation – imaging, U2OS, beta-arrestin-GFP, zaprinast agonist, primary screen (AID 2058) | 290,000 compounds, 0.052% hits | inhibition, % at 10 µM, or IC50 in µM where a hit was titrated | U2OS GPR35 beta-arrestin-GFP translocation imaging, zaprinast antagonism; higher % means a stronger effect;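 active means inhibition of at least 50% with at least 30 cells and total cytoplasm GFP at most 10,000,000; inconclusive means under 30 cells or total GFP of 10,000,000 plus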
# NS5 inhibitors: flavivirus cap methylation enzyme inhibition – biochemical, confirmation dose response, primary screen (AID 588689); Dengue-2 NS5 methyltransferase capping enzyme assay, biochemical; higher % means a stronger effect; one-dose inhibition, % at 25 µM; IC50 in µM for titrated hits; 340,000 compounds, 0.3% hits; in the data active means a potency from the dose series; inconclusive means inhibition above about 29% without an active follow-up result
# MgcRacGAP inhibition: MgcRacGAP GTPase-activating activity inhibitors, confirmation, biochemical, ADP Hunter fluorescence. MgcRacGAP-stimulated Rac1 GTP hydrolysis, ADP Hunter fluorescence; higher % means a stronger effect; GST-tagged Rac1 F28L mutant substrate. inhibition, % at 30 µM, or IC50 in µM where a hit was titrated. 340,000 compounds, 0.6% hits;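 active means first-screen hits whose inhibition reached a set limit at any dose in the follow-up dose series; inconclusive means inhibition above the set first-screen limit but never retested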;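 further: fluorescence reports GDP produced by GAP-driven GTP hydrolysis; strong numbers were not always called active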
# NS5 inhibitors pilot replicate: second read-out of NS5 inhibitors, no call of its own (marks repeat the call); inhibition, %; measured here: pilot screen replicate inhibition
# The depositor's hits bear a star; ? = inconclusive; . = no result given. The order is random. About 1.5% of those tested had a hit in this group.
SMILES,Salmonella PhoP GFP,West Nile antiviral,ER stress rescue,LYP phosphatase,RSV CPE inhibition,SV40 large T antigen,GPR35 arrestin U2OS,NS5 inhibitors,MgcRacGAP inhibition,others
CCN(CC)c1ccc(C(=O)OCC(=O)NCC2CCCO2)cc1 (stereo not drawn),0%,0.1%,0.0%,-4%,-1.8%,15%,-2%,-2%,9%,
CCOc1cc(/C=N/NC(=O)c2cccs2)ccc1OC(=O)N1CCOCC1,-13%,0.4%,-6.5%,-2%,1.3%,7%,-4%,.,4%,
CCOC(=O)C1(Cc2cccc(OC)c2)CCN(Cc2cccnc2)CC1,0%,-1.4%,-0.7%,-6%,-1.2%,1%,1%,-6%,-2%,
CCOc1ccc(NC(=O)NCc2cccnc2)cc1,5%,-0.3%,4.2%,-7%,1.2%,3%,8%,-1%,4%,
C=CCn1c(C)nc2c(sc3nc4c(cc32)COC(C)(C)C4)c1=O,-6%,0.0%,.,-5%,-0.6%,9%,14%,5%,3%,
Brc1ccc(-c2nc(-c3ccncc3)no2)o1,-4%,-0.1%,.,0%,5.3%,5%,-1%,-15%,-5%,
O=C(NCC1CCCCC1)c1cc(Br)ccc1Cl,-2%,0.0%,.,-5%,1.5%,18%,-2%,-10%,-3%,
CC(=O)c1cccc(Nc2cc(C)nc3ccc(C)cc23)c1,9%,0.7%,.,2%,.,10%,8%,5%,-11%,
Cc1ccc(C(=O)CC2(O)C(=O)N(C)c3ccccc32)s1 (stereo not drawn),-4%,-0.7%,-1.2%,-4%,0.4%,5%,13%,2%,5%,
N#CCCN(C(=O)Nc1ccc(Cl)c(Cl)c1)c1ccccc1,0%,-0.7%,1.8%,-4%,16%,3%,1%,-6%,4%,
Oc1ccccc1-c1nc(N2CCN(Cc3ccccc3)CC2)c2ccccc2n1,7%,-0.1%,-1.0%,1%,18%,7%,-1%,-2%,15%,
CCOc1c(Cl)cc(CNCC(C)C)cc1Cl,4%,-1.1%,.,.,6.4%,7%,.,-3%,1%,NS5 inhibitors pilot replicate=-1.5
COC(=O)C1=C(N)Oc2cc(C)n(Cc3ccco3)c(=O)c2C1c1cccc(Cl)c1 (stereo not drawn),2%,-0.1%,-2.3%,-7%,7.0%,2%,-2%,1%,12%,
OC(CNCc1ccccc1)COCc1ccc(Cl)cc1 (stereo not drawn),4%,-0.4%,-2.7%,-7%,-2.8%,12%,19%,-2%,19%,
CC(=O)Nc1ccc(C(=O)Nc2ccncc2)cc1,-4%,-1.0%,.,-6%,-0.2%,26%,-12%,-4%,1%,
CCCC(=O)Nc1ccc(Cl)c(NC(=S)NC(=O)c2ccco2)c1,2%,0.6%,0.1%,-6%,1.7%,13%,5%,-5%,3%,
Cc1c(Cl)cccc1NC(=S)NC1CCN(C(C)C)CC1,-2%,-0.1%,-2.3%,-1%,-0.2%,-3%,17%,-5%,8%,
Fc1ccc(CNCCC(Cc2ccccc2)c2ccco2)cc1 (stereo not drawn),10%,-1.6%,.,-8%,0.9%,8%,6%,-5%,4%,
CCO[C@H]1OC(C(=O)NC2CC2)=C[C@@H](c2ccc3c(c2)OCO3)[C@@H]1CCCO,1%,-0.1%,4.9%,-6%,0.1%,10%,10%,5%,6%,
CCOc1cc(S(=O)(=O)n2cc(-c3ccc(F)cc3)c(N)n2)cc(OCC)c1OCC,12%,-0.6%,-1.6%,5%,?,8%,2%,-7%,10%,
COc1ccc(-c2nn(-c3ccccc3)cc2C(=O)OCC(=O)c2ccc(C)c([N+](=O)[O-])c2)cc1,3%,-0.1%,-1.7%,2%,?,10%,-17%,-4%,10%,
CN(C)c1ccsc1C(=O)NNS(=O)(=O)c1ccc(Cl)cc1,.,.,.,.,-0.2%,11%,.,0%,5%,
CCCCN(CCCC)C(=O)C1(P(=O)(c2ccccc2)c2ccccc2)CCC1,-13%,-0.6%,.,-5%,2.1%,3%,-7%,1%,6%,
O=C(CCc1nnc(-c2ccc3c(c2)OCO3)o1)NC(c1ccccn1)C(F)(F)F (stereo not drawn),1%,-1.2%,-0.5%,-12%,-1.6%,4%,22%,-20%,-4%,
Cc1cccc(C)c1NC(=O)CNC(=O)c1ccc(NS(=O)(=O)c2ccc3[nH]c(=O)[nH]c3c2)cc1,3%,.,.,.,-0.8%,12%,.,1%,10%,
CCC(=O)NCc1csc(-c2cccs2)n1,-2%,-0.2%,.,-3%,.,6%,5%,4%,9%,
O=CNC(=O)c1ccccc1C(=O)O,27%,0.3%,-3.1%,0%,3.5%,-8%,11%,5%,2%,
COc1cccc(CNCCc2c[nH]c3ccccc23)c1OCc1ccc(F)cc1,8%,-0.8%,-1.2%,0%,-3.6%,-2%,-20%,1%,9%,
Cc1noc(C(=O)Nc2c(C)n(C)n(-c3ccccc3)c2=O)c1Cl,-5%,-0.2%,-1.3%,-4%,1.2%,2%,10%,1%,4%,
COc1ccc(NC(=O)c2cccs2)cc1OC,14%,0.2%,-2.4%,2%,-1.5%,-3%,-1%,2%,1%,
Cc1cccc(OC(=O)CCN2C(=O)C3C4C=CC(C5CC45)C3C2=O)c1C (stereo not drawn),5%,1.4%,1.1%,-8%,1.7%,-6%,0%,-10%,1%,
Cc1nc2nc(SCC(=O)O)nn2c(C)c1Cc1c(F)cccc1Cl,-5%,0.3%,2.0%,-5%,0.2%,17%,3%,-11%,11%,
C[C@H](NC(=O)c1ccccc1Cl)C(=O)OCCOc1cccc(Cl)c1,4%,0.0%,-0.6%,-2%,1.1%,12%,-3%,-7%,1%,
CCOc1ccc(N2C(=O)CC(N3CCN(C(=O)c4ccco4)CC3)C2=O)cc1 (stereo not drawn),-4%,0.1%,0.4%,-10%,1.5%,22%,9%,1%,6%,
CCN(CC)CCN(Cc1cc2cc3c(cc2[nH]c1=O)OCO3)C(=S)NCCCN(C)C,2%,0.5%,.,-11%,0.4%,0%,3%,-5%,6%,
CC(C)CN(CC(C)C)CC(O)COc1ccc([N+](=O)[O-])cc1 (stereo not drawn),2%,-1.6%,-0.5%,-4%,0.8%,3%,-3%,3%,-4%,
Cc1ccc(NC(=O)[C@H](Cc2c[nH]c3ccccc23)NC(=O)[C@@H]2Cc3ccccc3CN2)c(C)c1,-2%,43µM*,.,-6%,.,16%,6%,0%,1%,
CC(CN1CCCC1)OC(=O)Cc1ccc(Cl)cc1 (stereo not drawn),-5%,-0.5%,.,-3%,1.5%,26%,7%,-4%,3%,
Oc1ccc(Cl)cc1C=NCCc1ccccc1,2%,0.1%,-1.6%,3%,1.7%,11%,-4%,-6%,6%,
O=C(NC1CCCC1)C(c1ccc(O)cc1)N(CC1CCCO1)C(=O)C1COc2ccccc2O1 (stereo not drawn),10%,-0.9%,1.2%,-3%,1.6%,10%,9%,0%,3%,
COc1ccccc1C(=O)Nc1ccc(C)cc1C(=O)c1ccccc1,-7%,1.6%,6.5%,7%,17%,-2%,3%,5%,2%,
COc1ccc(CCC(=O)Nc2cc(Cl)ccc2N2CCN(C)CC2)cc1,9%,0.3%,-1.1%,-9%,-0.1%,17%,10%,.,.,
CCOc1ccccc1N(C(=O)c1ccco1)C(C(=O)NC1CCCC1)c1cccs1 (stereo not drawn),4%,-0.8%,.,-11%,2.0%,-7%,6%,-2%,4%,
C=CCNC(=O)c1ccc(N(C)S(=O)(=O)c2ccc(OC)cc2)cc1,30%,-0.1%,-1.5%,-4%,0.5%,0%,4%,-2%,4%,
Cc1c(NC(=O)C(C)OC(=O)/C=C/c2ccc(OC(F)F)cc2)c(=O)n(-c2ccccc2)n1C (stereo not drawn),-10%,.,.,.,0.4%,-1%,.,7%,12%,
COc1cc(C(=O)NCc2nnc(SCC(=O)NCc3ccccc3)o2)cc(OC)c1OC,-9%,0.0%,-1.2%,-5%,2.5%,2%,14%,-7%,-1%,
O=C(COc1ccc(C(=S)N2CCOCC2)cc1)N1CCOCC1,-6%,0.1%,.,-8%,0.5%,24%,9%,0%,6%,
CCCOc1ccc(C2CC(=O)Nc3cc(OC)c(OC)cc32)cc1 (stereo not drawn),6%,-1.3%,.,-7%,11%,11%,-6%,-12%,-1%,

# Sorted by SMILES length (descending): some entries from above
SMILES,Salmonella PhoP GFP,West Nile antiviral,ER stress rescue,LYP phosphatase,RSV CPE inhibition,SV40 large T antigen,GPR35 arrestin U2OS,NS5 inhibitors,MgcRacGAP inhibition,others
Cc1c(NC(=O)C(C)OC(=O)/C=C/c2ccc(OC(F)F)cc2)c(=O)n(-c2ccccc2)n1C (stereo not drawn),-10%,.,.,.,0.4%,-1%,.,7%,12%,
Cc1nc2nc(SCC(=O)O)nn2c(C)c1Cc1c(F)cccc1Cl,-5%,0.3%,2.0%,-5%,0.2%,17%,3%,-11%,11%,
Fc1ccc(CNCCC(Cc2ccccc2)c2ccco2)cc1 (stereo not drawn),10%,-1.6%,.,-8%,0.9%,8%,6%,-5%,4%,

# Next compounds:
SMILES,Salmonella PhoP GFP,West Nile antiviral,ER stress rescue,LYP phosphatase,RSV CPE inhibition,SV40 large T antigen,GPR35 arrestin U2OS,NS5 inhibitors,MgcRacGAP inhibition,others
CCOC(=O)NCc1ccccc1,-1%,-0.7%,.,-13%,1.6%,14%,2%,-3%,5%,
Cc1ccsc1C(=O)NNC(=O)c1csc(N2CCOCC2)n1,-3%,.,.,.,-0.6%,6%,.,-6%,3%,
Cc1ccc(S(=O)(=O)n2ccnc2)cc1C,3%,0.1%,-0.1%,-7%,2.3%,7%,16%,-3%,4%,
Cc1c(CCC(=O)NCCCn2ccnc2)c(=O)oc2cc3oc4c(c3cc12)CCCC4,-13%,-1.2%,.,-13%,5.0%,5%,-1%,1%,12%,
Cc1cc(S(=O)(=O)N2CCOCC2)ccc1OCC(=O)Nc1ccc(F)cc1,0%,-0.6%,.,-11%,-0.1%,4%,9%,-6%,4%,
Cc1ccc(S(=O)(=O)NCC(=O)OCC(=O)c2ccc(Br)s2)cc1,-6%,0.2%,3.0%,1%,1.2%,2%,-4%,5%,4%,
O=C1C=C(c2cccc(O)c2)CCC1,.,-0.3%,.,.,1.2%,10%,.,-2%,-2%,
CCOc1ccc(S(=O)(=O)Nc2ccccc2C(=O)N2CCOCC2)cc1,7%,-0.4%,.,-5%,3.8%,8%,-16%,4%,5%,
O=C(c1ccc2c(c1)OCO2)N1CCCC1,-6%,0.1%,-1.2%,-6%,1.6%,10%,4%,-6%,6%,
COc1ccc(-c2csc3nc(-c4ccccc4F)oc(=O)c23)cc1OC,-3%,-0.2%,1.7%,-3%,10%,-1%,-3%,-8%,5%,
COC(=O)c1ccc(C2/C(=C(\O)c3ccc4c(c3)OCCO4)C(=O)C(=O)N2CCCN(C)C)cc1 (stereo not drawn),15%,0.2%,0.6%,-1%,0.4%,5%,16%,1%,10%,
